Kir21 inh – Kir2.1 (mouse) channel inhibition; HEK293-Kir2.1, FluxOR thallium flux fluorescence; active compounds read low; B-score at 10 µM; 0.85% of 310,000 active; AID 1672;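 active means fluorescence ratio B-score at or below minus 3 SD of library scores, with starting-brightness B-score within 2 SD, cut at about -4.2 in these data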;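 further: channel flux triggered by added potassium and thallium sulfate stimulus; B-score of peak minus minimum fluorescence over baseline after thallium stimulus; more negative B-score means stronger Kir2.1 block with less thallium influx; some compounds called inactive have numbers as strong as hits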
STK33 inh – inhibitors of human STK33 kinase | inhibition, % at 10 µM | Q9BYT3 | 0.073% of 320,000 active | purified STK33, MBP phosphorylation, ADP-Glo luminescence;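 active means inhibition at or above 25%, using the most active replicate where run in duplicate; inactive means inhibition below 25%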
KCNQ2 block – KCNQ2 potassium channel inhibitors, primary screen, cell-based, CHO-K1, FluxOR thallium flux, B-score (AID 2156). 20 min; active compounds read low. O88943. 1.1% of 310,000 active. B-score at 10 µM;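 active means fluorescence ratio B-score at most minus 3 library SDs, with starting brightness B-score within 2 library SDs, cut at about -5.5 in these data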
Target sequence (O88943 whole entry, looked up): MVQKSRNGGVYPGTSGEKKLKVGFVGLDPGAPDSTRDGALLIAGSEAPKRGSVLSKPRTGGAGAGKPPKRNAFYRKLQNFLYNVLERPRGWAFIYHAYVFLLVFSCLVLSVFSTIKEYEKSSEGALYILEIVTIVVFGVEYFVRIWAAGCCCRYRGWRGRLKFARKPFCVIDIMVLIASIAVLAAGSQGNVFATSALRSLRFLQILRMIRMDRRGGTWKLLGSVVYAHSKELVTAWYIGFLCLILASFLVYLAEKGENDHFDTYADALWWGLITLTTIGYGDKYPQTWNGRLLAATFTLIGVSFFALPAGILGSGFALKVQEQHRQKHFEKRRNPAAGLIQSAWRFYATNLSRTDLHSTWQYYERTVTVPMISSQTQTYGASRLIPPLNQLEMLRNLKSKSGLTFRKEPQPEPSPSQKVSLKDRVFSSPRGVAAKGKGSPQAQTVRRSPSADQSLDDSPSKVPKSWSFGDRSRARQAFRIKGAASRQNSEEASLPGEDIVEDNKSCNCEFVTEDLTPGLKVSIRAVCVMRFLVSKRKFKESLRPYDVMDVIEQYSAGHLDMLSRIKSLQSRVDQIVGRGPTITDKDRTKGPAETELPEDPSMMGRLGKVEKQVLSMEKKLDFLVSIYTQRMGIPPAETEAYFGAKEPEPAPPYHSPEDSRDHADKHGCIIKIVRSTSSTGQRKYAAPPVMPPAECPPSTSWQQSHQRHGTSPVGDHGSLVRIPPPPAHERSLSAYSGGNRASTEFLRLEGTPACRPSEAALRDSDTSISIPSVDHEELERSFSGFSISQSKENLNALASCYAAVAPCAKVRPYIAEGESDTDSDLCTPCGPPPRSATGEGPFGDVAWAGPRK
* = called active by the depositor; i = inactive; . = no result given; & = joins results of further samples. An unsorted share of the library; any-hit rate near 1.9%.

Every second line gives: Kir21 inh	STK33 inh	KCNQ2 block
COC(=O)c1ccc(NC(=O)CN2C(=O)CCC2=O)cc1
  0.43	.	i
CCOC(=O)N1CCC(NS(=O)(=O)c2cc3c(cc2Cl)NC(=O)CO3)CC1
  -0.33	-0.6	i
CN(C)S(=O)(=O)c1cccc(NC(=O)COC(=O)COc2ccc(Br)cc2)c1
  -0.06	2.6	i
Cc1noc(C)c1C(=O)N1CCCC(N2CCN(c3cccc(C(F)(F)F)c3)CC2)C1 (stereo not given)
  -0.97	-0.6	i
CCC(=O)c1ccc(OCC(=O)Nc2nn3cnnc3s2)cc1
  -0.95	-0.8	i
O=C(NNS(=O)(=O)c1ccccc1[N+](=O)[O-])c1cccc([N+](=O)[O-])c1
  -0.67	-1.5	i
CCO[C@@H]1OC(C(=O)N2CCN(C)CC2)=C[C@H](C(C)(C)C)[C@H]1CCCO
  -1.1	-0.7	i
Cc1ccc(C(=O)N2CCn3c(C)ccc3C2C)cc1 (stereo not given)
  0.84	0.0	i
CC1CCCC(NC(=O)c2ccncc2)C1C (stereo not given)
  0.03	0.6	i
CC(=O)c1ccc(Cc2ccccc2)cc1
  0.23	-0.9	i
COc1ccc(C(=O)Oc2c(CN3CCOCC3)cc(Cl)c3cccnc23)cc1
  0.01	-3.0	i
COc1ccc(C(=O)Nc2c(N)nc(SCC(=O)Nc3ccc(NC(C)=O)cc3)[nH]c2=O)cc1
  -0.02	2.5	i
CCOC(=O)CC1C(=O)NCCN1S(=O)(=O)c1ccc(F)cc1 (stereo not given)
  1.5	0.7	i
CC1(C)NC(=O)N(CC(O)CN(c2ccccc2)S(=O)(=O)c2ccccc2[N+](=O)[O-])C1=O (stereo not given)
  -0.56	0.1	i
COc1ccc(S(=O)(=O)N(C)CC(=O)Nc2ccc3c(c2)OCCO3)cc1OC
  1	-1.4	i
O=C(Cc1ccccc1[N+](=O)[O-])Nc1cccc(S(=O)(=O)NC2=NCCCCC2)c1
  -1.1	-2.2	i
COc1ccc(/C=C2/SC(=S)N(CCC(=O)N3CCN(C)CC3)C2=O)cc1
  0.99	-0.1	i
Cc1ccc(O)c(-c2cc(C(F)(F)C(F)F)[nH]n2)c1
  1.8	1.9	i
COc1cccc(CN2CC(C(=O)N3CCOCC3)CCC2=O)c1 (stereo not given)
  -0.08	-1.4	i
CCc1nc(N2CCN(C(=O)c3ccco3)CC2)c2c3c(sc2n1)CCCC3
  0.25	-4.3	i
Cc1cccc2nc(C(F)(F)F)nc(=O)n12
  -0.14	0.0	i
Cc1ccc(NC(=O)COC(=O)/C=C/c2ccco2)cc1S(=O)(=O)N(C)C
  0.19	0.6	i
COc1ccc(CC(=O)NNC(=O)c2c(-c3ccccc3Cl)noc2C)cc1OC
  -2.7	1.5	i
Cc1cc(C)n(C(=O)CNC(=O)c2cccc(F)c2)n1
  -2	.	i
CCCCN(CCCC)S(=O)(=O)c1ccc(C(=O)Nc2nnc(CSC)o2)cc1
  1.4	0.7	i
CCOC(=O)NC(C(F)(F)F)(C(F)(F)F)P(=O)(c1ccccc1)c1ccccc1
  1.9	-0.8	i
COc1ccc2nc(NC(=O)CSc3nc4cccnc4n3C)sc2c1
  -0.38	-2.9	i
CN1CCc2c(sc3c2c(=O)n(-c2ccc(Cl)cc2)c2nncn32)C1
  -0.52	0.1	i
CC(C)C[C@H]1CN=C(Nc2ccccc2)N1CC1CCCC1
  -1.8	-0.8	i
COc1ccc(C2=CC(=O)C=CC2=O)cc1
  -2.9	.	i
Cc1ccc(C(=O)OCC(=O)Nc2ccc3[nH]c(=O)[nH]c3c2)o1
  3.2	-1.0	i
COC(=O)c1ccc(N2CCN(C)CC2)c(NC(=O)c2cccnc2)c1
  1.8	-0.9	i
CN1C=CC=C/C1=C(\C#N)c1nc2ccccc2[nH]1
  1.9	-0.1	i
COCCN(C(=O)Cn1nnc2ccccc21)C(C(=O)NC1CCCC1)c1cccc(OC)c1OC (stereo not given)
  -1.8	-1.1	i
CCOc1ccccc1N1CC(C(=O)Nc2ccccc2CC)CC1=O (stereo not given)
  -0.35	3.1	i
COc1ccc(-n2nc(C(=O)Nc3ccc4c(c3)OCO4)c3c4ccccc4n(C)c3c2=O)cc1
  1.1	0.4	i
Nc1nc(SCC(=O)Nc2ccc([N+](=O)[O-])cc2)[nH]c(=O)c1NC(=O)c1ccc(Br)cc1
  -1.1	-1.9	i
CCOCCCNC(=O)C(c1ccccc1)N(Cc1ccc2c(c1)OCO2)C(=O)c1ccccc1O (stereo not given)
  -0.5	-0.7	i
CC(OC(=O)CCN=C1NS(=O)(=O)c2ccccc21)C(=O)Nc1ccccc1F (stereo not given)
  0.24	0.4	i
COc1ccc(C2NC(=O)NC(c3ccccc3)=C2c2nc3ccccc3s2)cc1 (stereo not given)
  1	0.3	i

Six entries already listed, sorted by molar mass, smallest number first:
Every second line gives: Kir21 inh	STK33 inh	KCNQ2 block
CCOc1ccccc1N1CC(C(=O)Nc2ccccc2CC)CC1=O (stereo not given)
  -0.35	3.1	i
COc1ccc2nc(NC(=O)CSc3nc4cccnc4n3C)sc2c1
  -0.38	-2.9	i
COc1ccc(C2NC(=O)NC(c3ccccc3)=C2c2nc3ccccc3s2)cc1 (stereo not given)
  1	0.3	i
CC(OC(=O)CCN=C1NS(=O)(=O)c2ccccc21)C(=O)Nc1ccccc1F (stereo not given)
  0.24	0.4	i
CCOC(=O)NC(C(F)(F)F)(C(F)(F)F)P(=O)(c1ccccc1)c1ccccc1
  1.9	-0.8	i
COCCN(C(=O)Cn1nnc2ccccc21)C(C(=O)NC1CCCC1)c1cccc(OC)c1OC (stereo not given)
  -1.8	-1.1	i

Rewritten field by field: part of the list above
> CCOC(=O)NC(C(F)(F)F)(C(F)(F)F)P(=O)(c1ccccc1)c1ccccc1
  Kir21 inh = 1.9
  STK33 inh = -0.8
  KCNQ2 block = i

> Nc1nc(SCC(=O)Nc2ccc([N+](=O)[O-])cc2)[nH]c(=O)c1NC(=O)c1ccc(Br)cc1
  Kir21 inh = -1.1
  STK33 inh = -1.9
  KCNQ2 block = i

(next part)
Every second line gives: Kir21 inh	STK33 inh	KCNQ2 block
C/C(NC(=O)c1ccccc1)=C1/C(=O)CC2C1C2(C)C (stereo not given)
  -0.03	-0.4	i
COc1ccccc1N1CCN(C(=O)c2oc3ccc(Br)cc3c2C)CC1
  -1.4	-4.6	i
C/C(=N\NC(=O)Cn1c(-c2ccccn2)nc2ccccc21)c1ccccc1
  0.3	-1.0	i
COc1cc(C(=O)Nc2c(C(=O)O)[nH]c3ccccc23)cc(OC)c1OC
  0.8	1.3	i
FC(F)(F)c1nc2ccccc2nc1N/N=C\c1ccccc1
  0	-0.5	i
CCN(Cc1ccccc1)Cc1c(C)[nH]c2c(C)c(C)ccc2c1=O
  -0.22	0.5	i
CC12CCC(C(=O)Nc3ccc4c(c3)OCCO4)(OC1=O)C2(C)C (stereo not given)
  1	-0.2	i
O=C(NCC1CCCO1)c1ccc2c(c1)N(Cc1ccccc1)C(=O)CS2 (stereo not given)
  -1.5	0.3	i
O=C(N/N=C/c1cccc(Br)c1)c1ccc(Cn2cc(Br)cn2)o1
  0.62	-0.2	i
Cc1ccc(S(=O)(=O)Nc2ncccn2)cc1
  0.06	0.4	i
O=C1c2ccccc2NC(c2ccc(F)cc2)N1Cc1ccco1 (stereo not given)
  -1.8	-0.8	i
Cc1c(NC(=O)c2cc3c(=O)n4ccccc4nc3s2)c(=O)n(-c2ccccc2)n1C
  1.9	-1.1	i
CC1CC(C)(C)N(C(=O)CN2C(=O)CCC2=O)c2ccccc21 (stereo not given)
  -1.1	-1.3	i
Cc1cc(NS(=O)(=O)c2c(C(=O)N3CCOCC3)c(C)n(C)c2C)ccc1Br
  0.25	-2.5	i
COc1ccc(/C=C2\SC(=O)N(CCNC(=O)CN3C(=O)NC4(CCCC4)C3=O)C2=O)cc1
  0.18	-0.7	i
CCOc1ccc(S(=O)(=O)NCCSc2ccccc2)cc1
  -2.5	3.1	i
CC(C)NC(=O)c1ccc2c(c1)N(CC(=O)NC1CCCCC1)C(=O)C(C)(C)O2
  0.02	.	i
CCc1ccc(C2CC(c3ccc(Cl)cc3)=NNC2=O)cc1 (stereo not given)
  -0.54	-0.1	i
COC(=O)CS(=O)(=O)c1cc(Br)cc2c1N(C(C)=O)CC2
  0.47	-1.2	i
COc1cc(C(=O)NCCC(C)C)ccc1OCc1ccc(Cl)cc1Cl
  0.8	-3.8	i
CCOc1cc2[nH]c(=O)n(CCC(=O)NCc3ccc(OC)cc3)c(=O)c2cc1OCC
  -1.3	-1.7	i
CCN(CC)C(=O)C1CCCN(c2ccc([N+](=O)[O-])cc2)C1 (stereo not given)
  -1.9	-2.2	i
COc1ccc(-n2cnc3c(cnn3CCC#N)c2=N)cc1
  0.01	-1.6	i
CC(=O)Oc1ccc(C2(C)CC(C)(C)NC(=S)N2C)c(OC(C)=O)c1 (stereo not given)
  -1.1	-0.3	i
CCN(CC)S(=O)(=O)c1ccc(-n2cnc3cc(C)c(C)cc32)nc1
  -0.9	1.0	i
CC(C)(C)n1nc2c(c1NC(=O)C1CC(=O)N(c3ccc(Cl)cc3)C1)CS(=O)(=O)C2 (stereo not given)
  -0.07	-0.8	i
COc1ccc(CCNC(=O)CC(Cc2ccccc2)C(=O)O)cc1OC (stereo not given)
  0.14	-1.5	i
CCSc1nnc(-c2sc3nnc(-c4ccccc4)c(-c4ccccc4)c3c2N)o1
  -0.63	-1.3	i
CCOC(=O)c1[nH]c(C)c(C(=O)OCC(=O)N2CCCCC2C)c1C (stereo not given)
  -2.2	-0.9	i
Cc1cccn2cc(CCNS(=O)(=O)c3ccc4c(c3)OCCO4)nc12
  -0.97	-1.0	i
COc1cccc(Nc2nnc(SCc3nc4ccccc4s3)s2)c1
  -0.55	-0.3	i
COC(=O)C(NC(C)=O)(Nc1cc(C)ccn1)C(F)(F)F (stereo not given)
  2.4	-1.5	i
CC(C)C(=O)NCCc1nc2ccccc2n1CCCOc1ccc(Cl)cc1
  -0.78	-1.1	i
CCCN[C@@H]1C(=O)N2C(C(=O)OCCC)=C(C)CS[C@H]12
  -0.62	-1.4	i
Cc1c(C(=O)O)c(-c2ccccc2)nn1-c1ccccc1
  -0.04	1.0	i
O=C(OCC(=O)N1CCc2ccccc21)c1ccccc1F
  -0.63	-0.3	i
COc1cc(/C=C2/SC(=S)N(c3c(C)n(C)n(-c4ccccc4)c3=O)C2=O)ccc1O
  -0.14	1.0	i
O=C(Nc1c[nH]c2c(Cl)cccc2c1=O)N1CCN(c2ccccn2)CC1
  -0.09	-0.7	i
O=C1C(=O)N(CCCO)C(c2ccccc2)/C1=C(\O)c1ccc(Br)cc1 (stereo not given)
  1.1	-2.3	i
CCOc1ccc2c(c1)C(c1cccs1)=NNC(c1cccnc1)=N2
  0.94	-2.6	i
C(=N\NC1=NCCN1)/c1ccncc1
  0.36	0.5	i
CCCC(=O)Nc1ccccc1-c1nnn(CC(=O)Nc2ccc(OC)cc2)n1
  0.56	-0.5	i
CCCC(=O)N1CCN(c2ccc(NC(=O)C(C)(C)C)cc2Cl)CC1
  1.1	-0.2	i
CC1CCN(C(=O)c2ccc(S(=O)(=O)Cc3cccc(F)c3)c([N+](=O)[O-])c2)CC1
  0.02	-2.6	i
CC(NC(=O)c1ccc(S(=O)(=O)N(C)C)cc1)c1ccc(-n2ccnc2)cc1 (stereo not given)
  -0.78	0.2	i
COc1ccc([N+](=O)[O-])cc1NC(=O)CCN1CCN(c2ccccc2OC)CC1
  1.1	-0.4	i
CC1(C(=O)NCc2ccc(F)cc2)Oc2ccccc2NC1=O (stereo not given)
  1.1	.	i
Cc1ccc(-n2ncc3c2CC(C)(C)CC3NC(=O)Cc2c(C)noc2C)cc1 (stereo not given)
  -0.78	-1.1	i
Cc1cc(NC(=O)CSc2nnc(-c3ccncc3)n2N)ccc1Br
  -0.31	0.7	i
Cn1cc(C=O)c(-c2ccc3c(c2)OCCCO3)n1
  -2.2	-1.4	i
CC(C)OC(=O)CC1C(=O)NCCN1C(=S)NC(=O)c1ccccc1Cl (stereo not given)
  -0.14	-0.6	i
CCn1c(SC)nnc1-c1nn(-c2ccccc2)ccc1=O
  0.01	-0.3	i
O=C(Nc1ccc(N2CCN(C(=O)c3ccc(Cl)cc3)CC2)cc1)c1ccc(Br)o1
  0.05	-0.3	i
CN1CCN(C(=O)c2cc3nc(-c4ccc(Cl)cc4)cc(C(F)(F)F)n3n2)CC1
  3	0.2	i
O=[N+]([O-])c1cnc(Nc2ccccc2)nc1Nc1ccccc1
  1.8	0.5	i
N=c1c[n+](N2CCOCC2)[n-]o1
  0.89&-0.17	-1.4&-1.6	i
CC(C)Oc1ccc(/C=C(\NC(=O)/C=C/c2ccco2)C(=O)NCCc2nc3ccccc3[nH]2)cc1
  0.17	-1.3	i
O=C(COC(=O)c1ccco1)Nc1ccc2c(c1)OCCO2
  -0.68	-1.8	i
Cc1cc(NC(=O)CSc2nnc(Cc3ccccc3)n2C)no1
  1.4	-0.5	i
O=C(NC(NC(=S)Nc1cccc(C(=O)O)c1)C(Cl)(Cl)Cl)OCc1ccccc1 (stereo not given)
  -0.89	0.7	i

Other entries follow.
Every second line gives: Kir21 inh	STK33 inh	KCNQ2 block
CC(C)CNc1cc(=O)n(C)c(=O)n1C
  -1.9	-0.6	i
COc1cc(C(=O)Nc2cccc(-c3nc4ccccc4o3)c2C)cc(OC)c1OC
  -0.44	.	i
Cc1nc2cc(-c3cccc(F)c3)nn2c(C)c1CCC(=O)NC(C)c1ccc2c(c1)OCCO2 (stereo not given)
  -1.8	1.3	i
O=C(COc1ccccc1Cl)NCC(c1cccs1)N1CCOCC1 (stereo not given)
  -0.7	0.6	i

Source: PubChem BioAssay (several laboratories)
